# FEN1 inh: inhibitors of human flap endonuclease 1; Potency, µM (titrated, usually from 114 µM), inactives show top-dose activity change, negative = inhibition, usual class: inhibitors; Recombinant FEN1 flap cleavage, fluorescence, 15 min; P39748; hit rate 0.35% among 390,000; also: nearly all actives have a fitted effect of over 65% in size
# Target sequence (P39748 whole entry, looked up): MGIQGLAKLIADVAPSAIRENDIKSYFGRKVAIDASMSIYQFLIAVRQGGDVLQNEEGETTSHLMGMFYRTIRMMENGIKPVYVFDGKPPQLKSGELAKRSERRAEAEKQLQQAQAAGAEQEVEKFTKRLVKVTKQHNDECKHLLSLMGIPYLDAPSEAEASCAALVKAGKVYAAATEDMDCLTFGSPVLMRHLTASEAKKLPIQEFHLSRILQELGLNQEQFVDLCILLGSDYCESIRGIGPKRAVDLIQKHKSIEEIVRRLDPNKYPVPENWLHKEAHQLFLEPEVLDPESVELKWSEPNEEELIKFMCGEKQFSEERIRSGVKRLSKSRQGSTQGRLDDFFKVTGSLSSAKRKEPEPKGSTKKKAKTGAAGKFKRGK
#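 FEN1 at 10 nM, compound pretreatment for 15 min (room temperature), 50 nM final substrate to initiate; endpoint reads at 0 and 15 min; DMSO-only plates used as vehicle background.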
# N370S GC mod: inhibitors or activators of N370S glucocerebrosidase for Gaucher disease | P04062 | N370S GC spleen homogenate, 4MU-glucoside fluorescence | Potency, µM (series often up to 59.4 µM), for inactives: at the top dose activity change, negative = inhibition, hits mostly inhibitors | hit rate 0.092% among 330,000 | AID 2101;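 also: 0% = full enzyme activity and -100% = no enzyme basal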
# KAT2A inh: GCN5L2 (KAT2A) acetyltransferase inhibition; Q92830; hit rate 0.21% among 390,000; Potency, µM (series often up to 58.9 µM), for inactives: at the highest dose activity change, negative = inhibition, most hits filed as inhibitors; AID 504327; GCN5L2 HAT assay, ThioGlo1 CoA-SH fluorescence
#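 qHTS, 1536-well. 20nM enzyme, pH 7.5 HEPES/EDTA/Tween-20 buffer; 15 min compound preinc., RT. Start: 75uM H3(1-25), 70uM AcCoA, 50uM ThioGlo1. Read Ex340/Em540 at t=0 (autofluorescence flag) and t=20 min.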
# * = called active by the depositor; ? = inconclusive; / = not tested or not shown; & = joins results of further samples; ! = repeats disagree. Calls follow the shape of the dose curve; as a rule, active = well fitted curve in the direction sought with a large enough effect; inconclusive = small, poorly fitted or top-dose-only effect, or another doubt; inactive = no such curve, though single readings can be large; an effect the other way counts as inactive or inconclusive. Unless noted, % is scaled to controls: 0 for no effect and ±100 for the full control effect; potency is read from the fitted curve at half-maximal effect. The list is partial; count on the stated rates, not on these rows.
FEN1 inh	KAT2A inh	N370S GC mod	structure
0%	-10%	-7%	CCn1c(O)c2ccc(C(=O)N=NC(=O)c3ccccc3)cc2c1O
3%	-1%	1%	O=C(NCc1ccc2c(c1)OCO2)c1cccs1
?	?	-10%	COc1ccc(-c2nnn(CC(=O)N(CCCN3CCOCC3)C(C(=O)NC3CCCC3)c3ccco3)n2)cc1 (stereo unspecified)
5%	-7%	6%	COCC(C)NC(=O)CSc1nc2nn(-c3ccccc3)c(=O)c-2c2n1CCCCC2 (stereo unspecified)
1%	-1%	-9%	Cc1cccc(N(Cc2ccccc2)C(=O)c2ccc(CS(C)(=O)=O)cc2)c1
13%	0%	-8%	CC(NC(=O)CSc1cccc(C(F)(F)F)c1)c1ccccc1 (stereo unspecified)
-3%	-11%	-2%	CCCCNC(=O)n1c(=O)oc2ccc(Cl)cc21
2%	-14%	6%	Cc1ccc(S(=O)(=O)NCC(=O)N(CC(=O)NCc2ccccc2)CC2CCCO2)cc1 (stereo unspecified)
10%	-4%	-15%	COCc1nnc(NC(=O)CCc2ccc(OC)cc2)s1
-1%	-6%	14%	CCOC(=O)c1sc(NC(=O)CSc2nnc(Cc3ccccc3)o2)c(C(=O)OCC)c1C
1%	-15%	-10%	Cn1cccc/c1=N\c1cccc[n+]1C
-6%	-4%	4%	Cn1c2ccccc2c2nnc(SCC(=O)Nc3cccc(C(=O)O)c3)nc21

# Look-ups from the list.
# Under KAT2A inh, Cn1cccc/c1=N\c1cccc[n+]1C is entered as -15%
# Under N370S GC mod, CC(NC(=O)CSc1cccc(C(F)(F)F)c1)c1ccccc1 (stereo unspecified) is entered as -8%

# Next part.
FEN1 inh	KAT2A inh	N370S GC mod	structure
18%	-13%	9%	CCOC(=O)C1C(=O)NC(c2ccccc2)=NC1c1ccc(OC)cc1 (stereo unspecified)
3%	-5%	-8%	COC(=O)c1cccc(C(=O)N2CCC(CCC(=O)NCc3ccc(F)cc3)CC2)c1
9%	-8%	-2%	O=C(CSc1nnc2ccc(-c3ccncc3)nn12)N1CCCCC1
3%	1%	0%	COc1cc(/C=C/C(=O)O)ccc1OCc1cnc(Cl)s1
2%	-3%	/	COc1cccc(CNC(=O)c2ccc(NC(=O)N3CCCCc4ccccc43)cc2)c1
-15%	-9%	/	Cc1ccc(C(=O)c2cn(Cc3cccc(Cl)c3)c3nc(C)ccc3c2=O)cc1
-2%	-2%	0%	Cc1cccc(N2CC(C(=O)Nc3nccs3)CC2=O)c1C (stereo unspecified)
-15%	0%	/	CC(C)(C)OC(=O)C[C@@H]1C/C=C\C[C@@H](CC(=O)N(CCO)Cc2ccccc2)C(=O)N[C@H](Cc2c[nH]c3ccccc23)COC1=O
1%	2%	/	COc1ccccc1Nc1nc2c(S(=O)(=O)c3ccc(C(C)C)cc3)nnn2c2ccsc12
-3%	-5%	4%	CCCCCOc1ccccc1C(=O)NCCCC(=O)O
6%	2%	13%	CC(C)Nc1nc(NC(C)C)nc(Oc2ccc(/C=N/O)cc2)n1
-4%	-2%	?	O=C(CC1CCCCC1)Nc1ncn[nH]1
-5%	-10%	-9%	Cc1ccc(-c2nnc(-c3ccccc3Br)o2)cc1
-2%	6%	/	O=S(=O)(c1ccc(-c2cnc(C3CC3)o2)cc1)N1CCN(c2cccc(Cl)c2)CC1
-10%	0%	1%	Cc1cccc(C(=O)NC2CCN(CC(=O)N3CCOCC3)CC2)c1
-3%	-24%	-15%	Cc1ccc2c(c1)C1CC(C)(O2)N(c2cccc(C(=O)N3CCN(c4ccccn4)CC3)c2)C(=O)N1 (stereo unspecified)
6%	-2%	0%	CCOC(=O)C(NC(=O)c1ccccc1)(OCc1ccc(F)cc1)C(F)(F)F (stereo unspecified)
/	-5%	-12%	CN1C(=O)/C(=C/C=C2\SCCN2C)SC1=S
7%	-6%	1%	CC(C)(C)OC(=O)N1CCCN(C(=O)Nc2cccc(Cl)c2)CC1
-5%	-18%	-10%	CCc1nnc(NS(=O)(=O)c2ccc(N=CC3=C(O)CC(C)(C)CC3=O)cc2)s1
-3%	-1%	/	COc1ccc(OC)c(NC(=O)c2cccn2-c2nnc(N3CCCCC3)s2)c1
7%	-14%	-5%	O=C(N/N=C/c1ccoc1)c1ccccc1O
-7%	?	/	CC(C)(C)NC(=O)C[C@H]1C[C@H](C(=O)N2CCOCC2)[C@@]2(CCC3CCCC3)c3[nH]c4ccc(Cl)cc4c3CCN2C1=O
-7%	-4%	3%	CC(=O)NC(CCS(C)(=O)=O)C(=O)Nc1cccc2ccccc12 (stereo unspecified)
12%	-6%	-6%	CCCC1(c2ccccc2)NC(=O)N(CC(=O)Nc2cc(C)ccc2OC)C1=O (stereo unspecified)
8%	-10%	-2%	Cc1ccc(C(=O)Nc2ccnc(-c3ccncc3)n2)cc1
4%	-20%	/	Cc1ccc(S(=O)(=O)Nc2cc3c(cc2C)n(C)c(=O)c(=O)n3C)cc1
-3%&5%	1µM*!	-9%	COc1ccc(N(CC(C)C)S(=O)(=O)c2nnc(NC(=O)c3ccco3)s2)cc1
8%	-5%	9%	C=C(C)c1nc2cc(OC)c(OC)cc2c(=O)o1
-1%	-2%	/	COc1ccc(-c2nnc(SCC(=O)NCc3ccccc3)nc2-c2ccc(OC)c(OC)c2)cc1OC
-7%	-30%	0%	CN(C)S(=O)(=O)c1ccc(N2CCCC2)c(C(=O)OCC(=O)NC2CCCCC2)c1
/	-26%	25%	CN(C)c1ccc(-c2cc(NCc3cccnc3)ncn2)cc1
-1%	-24%	/	COc1ccc(C(=O)Nc2ccc3nc(N4CCC(C)CC4)cc(C)c3c2)cc1
1%	-10%	8%	N#Cc1nc(-c2ccccc2)oc1NCCCn1ccnc1
0%	29%	/	O=C(CCS(=O)(=O)c1cc2c3c(c1)CCN3C(=O)CC2)NCc1ccc(F)cc1
/	-3%	-10%	Cc1ccc(OCC(=O)NNC(=S)NC(=O)C2CC2)c(C)c1

# An excerpt from above in order of SMILES length, rising.
FEN1 inh	KAT2A inh	N370S GC mod	structure
/	-3%	-10%	Cc1ccc(OCC(=O)NNC(=S)NC(=O)C2CC2)c(C)c1
4%	-20%	/	Cc1ccc(S(=O)(=O)Nc2cc3c(cc2C)n(C)c(=O)c(=O)n3C)cc1
0%	29%	/	O=C(CCS(=O)(=O)c1cc2c3c(c1)CCN3C(=O)CC2)NCc1ccc(F)cc1
-7%	-30%	0%	CN(C)S(=O)(=O)c1ccc(N2CCCC2)c(C(=O)OCC(=O)NC2CCCCC2)c1

# New compounds follow.
FEN1 inh	KAT2A inh	N370S GC mod	structure
71µM*	?	/	COC(=O)c1c(NC(=O)CCCOc2cccc(C)c2)sc2c1C(C(=O)OC)CC2 (stereo unspecified)
0%	-17%	/	Cc1ccc(OCC(=O)Nc2cc(-c3cccc(C)c3)nn2-c2ccccc2)cc1
/	-18%	0%	Cc1noc(C)c1C(=O)OCC(=O)Nc1cc(S(=O)(=O)N2CCOCC2)ccc1Cl
0%	-4%	0%	CCN1CCc2c(sc(NC(=O)CN3C(=O)c4ccccc4C3=O)c2C(N)=O)C1
-2%	-6%	-2%	C/C(O)=C(\N=Nc1cc(C)ccc1O)C(N)=O
7%	1%	-5%	CCOc1ccc(S(=O)(=O)N(CC(=O)NCC(F)(F)F)Cc2ccco2)cc1
4%	3%	0%	COC(OC)c1ccc(C#N)c(=O)[nH]1
11%	0%	-18%	O=C(CSc1nc(C(F)(F)F)cc(=O)[nH]1)N1CCOCC1
-17%	-12%	?	CCC(C(=O)OCC(=O)Nc1ccccc1-c1ccccc1)c1ccccc1 (stereo unspecified)
-25%	1%	/	COc1cc(OC)cc(C(=O)OCC(=O)c2cc(C)n(CC3CCCO3)c2C)c1 (stereo unspecified)
-7%	-6%	7%	COC(CNC(=O)c1ccc(-n2c(=S)[nH]c3ccccc3c2=O)cc1)OC
1%	0%	/	COc1ccc(C)cc1NC(=O)CO/N=C(\N)CC(=O)NC1CCCCC1
9%	-8%	9%	O=C(Nc1ccccc1N1CCN(c2ccccc2)CC1)c1cccc(F)c1
2%	7%	3%	CCOc1ccc(S(=O)(=O)Nc2ccccc2C(=O)N2CCCC2)cc1
0%	-1%	1%	CN(C)S(=O)(=O)c1ccc(C(=O)Nc2cc(=O)n(C)c(=O)n2C)cc1
-19%	13%	?	COc1ccc(-c2oc3ccccc3c2C(=O)Oc2ccccc2)cc1
2%	-1%	-15%	CCC(C)[C@H](NC(=O)Nc1cccc(OC)c1)C(=O)OC (stereo partly specified)
2%	-7%	/	N#Cc1ccc(OCC(=O)OCC(=O)NC2CC2)cc1
-17%	0%	/	CCOC(=O)c1cc(-c2ccccc2)n(-c2cccc(C(=O)Nc3cc(OC)cc(OC)c3)c2)c1C
1%	-7%	/	C[C@H](CO)N1C[C@H](C)[C@@H](CN(C)C(=O)Nc2ccc3c(c2)OCO3)Oc2c(NC(=O)Nc3ccc(C(F)(F)F)cc3)cccc2C1=O
-10%	-9%	3%	CC(=O)Nc1ccc2c(c1)C(=O)N(c1cccc(C)c1)C2=O
-13%	3%	0%	COc1ccc(-c2c[n+](CC(=O)c3ccccc3)c3n2CCCCC3)cc1
-2%	-15%	4%	c1cncc(CSc2nnc3ccc(-c4cccs4)nn23)c1
-3%	0%	-7%	COc1ccc(Cl)cc1NC(=O)CN(C)C(=O)Cn1c(=O)oc2ccccc21
0%	-12%	-8%	CCCS(=O)(=O)N1CCCC(C(=O)c2cccc(Cl)c2)C1 (stereo unspecified)
1%	-21%	2%	CCOC(=O)Cc1c(C)nc2c(-c3cccc(Br)c3)cnn2c1C
3%	-10%	-17%	Cc1cccc(C)c1-n1c(C)nn(Cc2ccc([N+](=O)[O-])cc2)c1=O
-1%	0%	-12%	S=c1nc(-c2ccc(Br)cc2)[nH]c2ccccc12
-6%	1%	-9%	CCn1cc(C(=O)N2CCN(C(=O)c3ccco3)CC2)c2cc(OC)c(OC)cc2c1=O
-3%	?	3%	CCC1(CC)Cc2ccccc2-c2nc(CCl)[nH]c(=O)c21
/	26%	-9%&-6%	CCCCCCCCCCCCC/C=C/[C@@H](O)[C@H](CO)NC(=O)CCCCCCCCCCCCCCC
-1%	-1%	3%	Cn1c(=O)c2c(ncn2CC(O)CNc2ccc(Br)cc2)n(C)c1=O (stereo unspecified)
9%	-3%	6%	Cc1cc(C)c(-c2cc(NC(=O)COC(=O)c3ccc(CO)cc3)n(-c3ccccc3)n2)cc1C
-9%	-13%	/	CCC(C(=O)N(C)Cc1ccccc1)n1nc(C)c2sc3ccccc3c2c1=O (stereo unspecified)
17%	-10%	/	CCc1cccc(C)c1NC(=O)c1cc(S(=O)(=O)N2CCC3(CC2)OCCO3)ccc1F
-14%	-14%	-4%	CC(=O)c1cnc(-c2ccccc2Cl)s1

# Filtered by structure, the compounds so far containing a COOH group (three)
FEN1 inh	KAT2A inh	N370S GC mod	structure
-6%	-4%	4%	Cn1c2ccccc2c2nnc(SCC(=O)Nc3cccc(C(=O)O)c3)nc21
3%	1%	0%	COc1cc(/C=C/C(=O)O)ccc1OCc1cnc(Cl)s1
-3%	-5%	4%	CCCCCOc1ccccc1C(=O)NCCCC(=O)O

# (listing goes on)
FEN1 inh	KAT2A inh	N370S GC mod	structure
4%	-1%	?	Cc1ccc(Nc2nc(N)nc(CN3CCN(c4ccccc4F)CC3)n2)cc1
1%	-2%	4%	Cc1cc(C)n2cc(CSC3=NCCS3)nc2n1
21%	-6%	13%	CCC(=O)N1CCN(C(=O)CC)C1c1ccccc1
-8%&7%	-9%&-11%	-6%	Cc1ccc(NC(=O)Cn2nnc(C(=O)NCCc3ccccc3)c2N)cc1Cl
-9%	-2%	/	Cc1ccc2nc(-c3cc(NC(=O)COc4ccc(C)c(C)c4)ccc3Cl)oc2c1
1%	-1%	13%	CCOC(=O)c1cc(C(=O)OCC)c(=O)[nH]c1N1CCCCC1
-9%	4%	0%	O=C(Nc1ccc(CN2CCOCC2)cc1)c1ccc(Br)cc1
16%	-10%	2%	O=C(NCc1ccco1)c1cc(S(=O)(=O)N2CCCC2)ccc1Cl

# Screening data deposited in PubChem by National Center for Advancing Translational Sciences (NCATS).
